PMI inhibition = MPI inhibition at elevated mannose 6-phosphate – biochemical, fluorescence intensity, high mannose 6-phosphate, primary screen (AID 1220). recombinant PMI enzyme, coupled fluorescence intensity; higher % means a stronger effect. inhibition, % at 20 µM, or IC50 in µM where a hit was titrated. 0.66% of 190,000 active
XIAP displacement = XIAP antagonists, biochemical, IAP family, fluorescence polarization (AID 1018). 0.007% of 200,000 active. XIAP BIR domain, fluorescence polarization peptide displacement; higher % means a stronger effect. displacement, % at 20 µM, or IC50 in µM where a hit was titrated; in the data active = displacement above about 50%; note: a part of the inactive calls stands beside numbers as strong as those of hits
KOR beta-arrestin-1 = kappa opioid receptor blockers – cell-based, luminescence, uHTS (AID 1778) | KOR beta-arrestin recruitment, luminescence, antagonist mode; higher % means a stronger effect | inhibition, % at 10 µM, or IC50 in µM where a hit was titrated | 0.091% of 290,000 active; note: strong numbers were not always called active
PMI inhibitors = inhibitors of human PMI, primary screen, biochemical, fluorescence intensity, coupled assay (AID 1209); one-dose inhibition, % at 20 µM; IC50 in µM for titrated hits; 0.42% of 190,000 active; purified PMI enzyme, coupled fluorescence intensity; higher % means a stronger effect;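 note: plate controls were DMSO vehicle for no effect and wells lacking substrate for full effect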
NOD1 inhibition = inhibition of NOD1-driven NF-kB reporter – cell-based, luminescence, uHTS, primary screen (AID 1578) | inhibition, % at 4 µM, or EC50 in µM where a hit was titrated | 1% of 290,000 active | NOD1-driven NF-kB luciferase reporter cells, luminescence; higher % means a stronger effect; in the data active = inhibition mostly above about 36%, no sharp cut-off; inactive = mostly below about 34%;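 note: HEK-293T reporter cells stimulated with the NOD1 agonist gamma-tri-DAP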
LYP inhibition = inhibitors of LYP phosphatase, biochemical, fluorescence intensity, uHTS (AID 1779) | one-dose inhibition, % at 11.5 µM; IC50 in µM for titrated hits | recombinant LYP phosphatase, fluorescence intensity; higher % means a stronger effect | 0.054% of 290,000 active;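 note: plate controls were vehicle with enzyme for no effect and no enzyme for full effect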
TNAP activators = stimulation of alkaline phosphatase TNAP activity – biochemical, luminescent, no phosphate acceptor, uHTS, primary screen (AID 1001); purified TNAP, luminescent activation assay, no phosphate acceptor; higher activation fold means a stronger effect; activation fold at 20 µM, or EC50 in µM where a hit was titrated; 0.03% of 200,000 active; in the data active = activation fold from about 3, or a potency from the dose series; inactive = the rest, 99 in 100 with activation fold below about 1.6; note: many of its hits are not listed in these tables
KOR beta-arrestin-2 = KOR agonists, beta-arrestin recruitment, primary screen, cell-based, luminescence, uHTS (AID 1777). activation, % at 10 µM, or EC50 in µM where a hit was titrated. KOR beta-arrestin recruitment, luminescence; higher % means a stronger effect. 0.02% of 280,000 active; in the data active = activation above about 50%, passing the limit was not always enough; note: a part of the inactive calls stands beside numbers as strong as those of hits
NOD2 inhibition = NOD2 signaling inhibitors, cell-based, luminescence, uHTS, HEK293 (AID 1566) | HEK293 NOD2/NF-kB luciferase reporter, luminescence; higher % means a stronger effect | inhibition, % at 4 µM, or EC50 in µM where a hit was titrated | 0.63% of 290,000 active; note: many of its hits are not listed in these tables
* hit, by the source's call; . = no result given; [ ] = remark or other dose. Cut-off read from the data, not from the text of the source, unless noted: active = inhibition above about 50%; inactive = the rest.

Order of values – PMI inhibition | XIAP displacement | KOR beta-arrestin-1 | PMI inhibitors | NOD1 inhibition | LYP inhibition | TNAP activators | KOR beta-arrestin-2 | NOD2 inhibition
[1] CCOC(=O)c1c(NC(=O)N/N=C/c2ccc(O)c(OC)c2)sc(C(C)=O)c1C
    . | . | 4.6% | . | 53.1%* | -9.6% | . | 6.0% | -42.8%
[2] CC(NC(=O)c1ccc(S(C)(=O)=O)cc1)c1cccc2ccccc12 (configuration not stated)
    . | . | -44.6% | . | -24.4% | -5.9% | . | -2.3% | -8.8%
[3] Cc1c(NC(=O)/C=C/c2cccs2)c(=O)n(-c2ccccc2)n1C
    5.6% | -5.2% | 1.5% | 6.8% | 2.2% | -2.8% | 1.1 | 1.8% | 6.6%
[4] CC(=O)N1N=C(c2ccccc2)OC1(C)CC(=O)Nc1ccccc1 (configuration not stated)
    -0.5% | -3.4% | 12.1% | 1.3% | 9.1% | -11.2% | 1.1 | -4.1% | 12.5%
[5] COc1ccc(S(=O)(=O)Nc2ccc3ccccc3c2)cc1C
    19.8% | -14.2% | -4.0% | 21.1% | 27.3% | -1.9% | 1.1 | -1.1% | 18.5%
[6] Cc1ccnc(N2CCC(C(=O)Nc3ccc4c(c3)OCO4)CC2)n1
    2.9% | -4.3% | 24.9% | 13.3% | -29.4% | -2.6% | 1.1 | -2.2% | -3.7%
[7] COc1ccccc1-c1nnc(SCC(=O)N2CCOCC2)n1-c1ccccc1
    9.6% | -20.0% | 3.5% | 4.2% | -16.2% | -9.7% | 1.1 | -1.0% | 9.3%
[8] Cc1nc2ccccn2c1C(=O)CSc1ccc(Cl)cc1Cl
    2.3% | -2.4% | -2.0% | 12.6% | 25.3% | -4.6% | 1.1 | -3.5% | 29.3%
[9] CC(=O)N/C(=C\c1ccc(F)cc1)C(=O)NC(C(=O)O)C(C)C (configuration not stated)
    -4.3% | -8.8% | 4.2% | -9.9% | -20.5% | -4.5% | 1 | -3.4% | -31.4%
[10] Cc1ccc(CSCC(=O)NCCCN2CCOCC2)cc1
    -8.5% | -5.6% | -4.1% | 2.3% | -28.5% | -7.6% | 1 | -2.9% | 13.2%
[11] COc1ccc(CN(C)Cc2c(O)ccc3cc(Br)ccc23)cc1OC
    . | . | -54.3% | . | -15.8% | -5.3% | . | 3.7% | 17.5%
[12] CC(c1cccs1)N(Cc1ccco1)C(=O)Nc1ccc(Cl)c(Cl)c1 (configuration not stated)
    6.6% | -3.5% | -16.4% | 12.2% | 1.4% | 0.8% | 1.2 | 5.4% | 5.8%
[13] CC(=O)N1N=C(N)SC1c1cccc([N+](=O)[O-])c1 (configuration not stated)
    1.6% | -9.8% | 29.1% | -3.0% | -38.8% | -4.8% | 1.1 | 1.6% | -2.1%
[14] Cc1cccc(C(=O)NC(=S)Nc2ccc(N3CCOCC3)cc2)c1
    7.7% | -1.6% | . | 10.2% | -11.7% | -0.3% | 1.2 | -1.2% | 7.7%
[15] COc1ccc(NC(=O)c2cnc3sccn3c2=O)cc1
    7.6% | -3.0% | 7.7% | 9.5% | -27.6% | -1.4% | 1.1 | 0.7% | -39.7%
[16] CC(C)[C@H](NC(=O)[C@@H]1Cc2ccccc2CN1C(=O)OC(C)(C)C)C(=O)NC1CCCC1
    . | . | 15.2% | . | 3.6% | -5.8% | . | -9.0% | -6.3%
[17] COCCOC(=O)c1c(NC(=O)CNc2ccc(C)c(F)c2)sc(C(N)=O)c1C
    . | . | -135.8% | . | -4.0% | -3.3% | . | 1.5% | 15.3%
[18] COc1ccc(/C(C)=N/OCC(=O)N=Nc2c(O)[nH]c3ccccc23)cc1
    9.1% | -2.2% | -24.6% | 19.1% | 2.4% | -2.5% | 1.1 | 38.0% | 21.8%
[19] Cc1nnc(N2CCCC(C(=O)NCc3ccc(OC(C)C)cc3)C2)c2nn(-c3ccccc3)c(C)c12 (configuration not stated)
    . | . | -25.6% | . | -13.8% | -10.3% | . | 0.9% | 15.2%
[20] COc1ccc(CNC(=O)Cc2ccc(OC)c(S(=O)(=O)N3CCOCC3)c2)cc1
    10.0% | -18.2% | -4.7% | 9.1% | -13.8% | -8.7% | 1.1 | -4.9% | 4.8%
[21] O=C(OCc1cccnc1)C1=Cc2ccccc2OC1
    -1.4% | -19.1% | -53.7%[20 µM] | -5.5% | -27.9% | -0.4% | 1.1 | -1.7% | -9.3%
[22] C/C(=N/NC(=O)c1ccoc1C)c1ccc(NC(=O)C2CCCC2)cc1
    -18.1% | -3.0% | -25.5% | -15.4% | -23.5% | -6.7% | 1.1 | -0.7% | -15.8%
[23] CCCC(=O)NNC(=O)CC(=O)Nc1ccccc1C(=O)O
    . | . | 2.4% | . | -2.9% | -8.7% | . | -4.1% | 11.4%
[24] Cc1cccc(C)c1OC1(c2ccccc2)OC(=O)c2ccccc21 (configuration not stated)
    -7.8% | -7.2% | -27.2% | -8.7% | 28.8% | -3.2% | 1 | 5.2% | -23.0%
[25] O=C(O)c1n[nH]c2c1CCCC2
    17.7% | 0.3% | 35.7% | 14.6% | -9.1% | -3.5% | 0.9 | 0.1% | 5.7%
[26] COc1cc(/C=C/C(=O)N2CCN(C(=O)/C=C/c3cc(OC)c(OC)c(OC)c3)CC2)cc(OC)c1OC
    . | . | -47.0% | . | -53.8% | -5.3% | . | 2.0% | 15.7%
[27] O=C(O)CN=C(NS(=O)(=O)c1ccc(Cl)cc1)c1ccccc1
    -3.3% | -1.3% | 13.6% | -0.1% | -18.0% | -4.5% | 1.1 | -0.6% | 6.5%
[28] CC(CNC(=O)C(C)C)NC(=O)C(C)C (configuration not stated)
    2.1% | -3.6% | 8.2% | -5.0% | 5.2% | -6.6% | 1.1 | 0.1% | 2.6%
[29] Clc1ccc(Cn2ncc3c(NCc4ccco4)ncnc32)c(Cl)c1
    -8.2% | -0.5% | -161.2% | 4.4% | 21.2% | -4.7% | 1 | 4.6% | -9.2%
[30] CCCc1ccc2oc(C(=O)N3CCN(C4CCS(=O)(=O)C4)CC3)c(C)c2c1 (configuration not stated)
    . | . | 4.4% | . | -30.0% | -11.1% | . | -3.6% | 9.1%

An excerpt from above in order of their number in XIAP displacement, lowest first.
Order of values – PMI inhibition | XIAP displacement | KOR beta-arrestin-1 | PMI inhibitors | NOD1 inhibition | LYP inhibition | TNAP activators | KOR beta-arrestin-2 | NOD2 inhibition
[7] COc1ccccc1-c1nnc(SCC(=O)N2CCOCC2)n1-c1ccccc1
    9.6% | -20.0% | 3.5% | 4.2% | -16.2% | -9.7% | 1.1 | -1.0% | 9.3%
[20] COc1ccc(CNC(=O)Cc2ccc(OC)c(S(=O)(=O)N3CCOCC3)c2)cc1
    10.0% | -18.2% | -4.7% | 9.1% | -13.8% | -8.7% | 1.1 | -4.9% | 4.8%
[9] CC(=O)N/C(=C\c1ccc(F)cc1)C(=O)NC(C(=O)O)C(C)C (configuration not stated)
    -4.3% | -8.8% | 4.2% | -9.9% | -20.5% | -4.5% | 1 | -3.4% | -31.4%
[12] CC(c1cccs1)N(Cc1ccco1)C(=O)Nc1ccc(Cl)c(Cl)c1 (configuration not stated)
    6.6% | -3.5% | -16.4% | 12.2% | 1.4% | 0.8% | 1.2 | 5.4% | 5.8%
[4] CC(=O)N1N=C(c2ccccc2)OC1(C)CC(=O)Nc1ccccc1 (configuration not stated)
    -0.5% | -3.4% | 12.1% | 1.3% | 9.1% | -11.2% | 1.1 | -4.1% | 12.5%
[8] Cc1nc2ccccn2c1C(=O)CSc1ccc(Cl)cc1Cl
    2.3% | -2.4% | -2.0% | 12.6% | 25.3% | -4.6% | 1.1 | -3.5% | 29.3%

Carrying on:
Order of values – PMI inhibition | XIAP displacement | KOR beta-arrestin-1 | PMI inhibitors | NOD1 inhibition | LYP inhibition | TNAP activators | KOR beta-arrestin-2 | NOD2 inhibition
[31] Cc1ccc(NC(=O)c2ccccc2Cl)c(Cl)c1
    5.9% | -2.1% | -6.2% | 1.2% | -50.5% | -5.4% | 1.1 | 4.3% | -45.8%
[32] OCCNNC(=S)NC1CC2C=CC1C2 (configuration not stated)
    . | . | -12.4% | . | -0.1% | -9.7% | . | 2.3% | 0.3%
[33] O=C(c1ccco1)N1CCN(C(=S)Nc2ccc(F)c(Cl)c2)CC1
    . | . | 19.5% | . | -28.9% | -4.0% | . | 0.2% | 4.4%
[34] CCC(C)Sc1nc2c(cnn2-c2ccc(C)c(C)c2)c(=O)[nH]1 (configuration not stated)
    18.0% | -4.6% | 4.3% | 21.1% | -13.8% | -0.7% | 1.1 | -1.4% | -12.6%
[35] O=C(Oc1ccc(Br)cc1C(=S)N1CCOCC1)c1ccc([N+](=O)[O-])cc1[N+](=O)[O-]
    . | . | -16.9% | . | -24.5% | -4.2% | . | 1.1% | 9.3%
[36] O=C(CN1C(=O)C2CCCCC2C1=O)OCC(=O)c1ccc(Cl)s1 (configuration not stated)
    5.6% | -2.6% | 20.4% | 3.4% | -30.4% | -4.0% | 1 | 0.3% | 11.8%
[37] O=C(O)c1ccccc1-n1cccc1C(=O)O
    . | . | -25.6% | . | -9.5% | -10.5% | . | -3.9% | -2.3%
[38] COCCCNC(=O)c1c[nH]c2ccc(S(=O)(=O)N3CCC(C)CC3)cc2c1=O
    3.3% | -17.6% | -21.7% | 5.0% | -5.1% | -0.9% | 0.9 | 9.3% | 16.6%
[39] Cc1cc(C)nc(Nc2n[nH]c(-c3ccccc3Br)n2)n1
    -1.0% | 5.4% | -63.6% | 3.2% | -12.8% | -7.7% | 2.4 | 0.9% | -18.3%
[40] CCOC(=O)N1CCC(NC(=O)CSCc2cnn(-c3ccccc3)c2-n2cccc2)CC1
    7.6% | -5.7% | -11.8% | 8.7% | . | -6.3% | 1.1 | -2.2% | 12.2%
[41] c1ccc(CNC2=NCCCCC2)cc1
    -6.4% | -5.0% | -2.8% | -11.6% | -20.1% | -11.9% | 1 | 3.0% | 6.2%
[42] O=C(COC(=O)COc1ccc2ccccc2c1)Nc1cc(C(F)(F)F)ccc1N1CCOCC1
    8.4% | -2.0% | -4.3% | 17.0% | -16.4% | -0.7% | 1.2 | -1.9% | 10.1%
[43] O=C(Cn1c(CN2CCCCC2)nc2ccccc2c1=O)NC1CCCCC1
    -5.5% | -1.9% | 2.6% | -7.5% | 3.3% | -7.8% | 1.1 | -1.8% | 7.5%
[44] COc1cccc2[nH]c3c(=O)n(CCN(C)C)cnc3c12
    13.2% | -5.7% | 5.9% | 10.1% | 7.1% | -14.2% | 1.1 | 9.5% | 15.4%
[45] COCCCNC(=O)c1ccc(NC(C)=O)cc1
    14.5% | -15.1% | -9.3% | 4.1% | -21.6% | -4.5% | 1 | -1.2% | 6.1%
[46] COc1ccc(C)c2sc(NC(=O)c3cccc(N4C(=O)CCC4=O)c3)nc12
    . | . | 14.1% | . | -12.1% | -10.6% | . | 0.5% | 11.2%
[47] Cc1cc(NC(=O)CSC2=NCCS2)no1
    -5.8% | -2.0% | 10.9% | 2.6% | -5.9% | -13.6% | 1 | -1.2% | 9.4%
[48] CCCN1CNC(=S)N(c2ccc(C)cc2C)C1
    . | . | 33.0% | . | 1.2% | -2.1% | . | 2.8% | 16.3%
[49] O=C(CSCc1c(Cl)cccc1Cl)Nc1ccc2c(c1)OCCO2
    -3.9% | 1.6% | 2.2% | 6.2% | -20.7% | -0.2% | 1.2 | 2.3% | -33.2%
[50] CCOCCCNC(=O)c1ccc2c(=O)n(CCCOCC)c(=S)[nH]c2c1
    -11.5% | -3.3% | 18.1% | -18.1% | -0.5% | -6.4% | 1 | -6.4% | 5.2%
[51] COc1cc(OC)cc(C(=O)NCC(=O)OCC(=O)c2cc(C)n(Cc3ccco3)c2C)c1
    -2.1% | 0.5% | -3.7% | -3.5% | -16.1% | -2.7% | 1.1 | -1.6% | -10.1%
[52] O=C(Nc1cccnc1)c1scc2c1OCCO2
    -0.8% | -2.7% | -2.8% | -0.4% | -7.8% | -4.2% | 1.2 | -4.9% | 10.9%

The list is partial; count on the stated rates, not on these rows.
